KB-V1 MDR tox: qHTS assay for MDR1-selective chemotherapeutics: Primary screen using the drug-selected MDR subline cells KB-V1; KB-V1 MDR cells viability, CellTiter-Glo, 72 h; Potency, µM (titrated, usually from 46.1 µM), for inactives: at the top dose activity change, negative = cytotoxicity, usual class: cytotoxic; 400,000 tested, 3.4% active; AID 1347076, 2019; further: potency means the concentration at half of the fitted maximal effect; on the % scale 0 is the no-effect control and ±100 the full control effect; nearly all actives have a fitted effect of over 60% in size
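qHTS viability screen in drug-selected KB-V1 MDR cells: 72 h compound treatment at 37 degrees C, ATP luminescence end point.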
ATXN2 expr inh: Primary qHTS for Inhibitors of ATXN expression; HEK-293 ATXN2-luciferase reporter, luminescence, 24 h; Potency, µM (top dose mostly 57 µM), for inactives: top-dose activity change, negative = inhibition, actives largely listed as inhibitors; 360,000 tested, 0.72% active; AID 1745845, 2022; further: potency means the concentration at half of the fitted maximal effect; on the % scale 0 is the no-effect control and ±100 the full control effect; nearly all actives have a fitted effect of over 55% in size
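qHTS (up to 57 uM final) was run with 24 h compound exposure of reporter cells at 37 °C. Each well was multiplexed: SteadyGlo luminescence measured ATXN2-luciferase expression after a fluorogenic Gly-Phe-AFC viability readout (25 uM final).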
SW480 rereplic: A quantitative high throughput screen for small molecules that induce DNA re-replication in SW480 colon adenocarcinoma cells | 340,000 tested, 1.8% active | SW480 DNA re-replication, Hoechst DNA content imaging, 48 h | AID 624297, 2012 | Potency, µM (titrated, usually from 46.1 µM), without a hit: at the top dose re-replication activation, most hits filed as activators; further: potency means the concentration at half of the fitted maximal effect; % of control where 0% means no effect; nearly all actives have a fitted effect of over 55% in size
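DNA re-replication was detected as more nuclei of elevated Hoechst intensity after 48 hr exposure to compound (23 nL pinned per well of 250 cells).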
HT1080-NT tox: qHTS for induction of synthetic lethality in tumor cells producing 2HG: qHTS for the HT-1080-NT fibrosarcoma cell line; HT-1080-NT fibrosarcoma viability, CellTiter-Glo ATP luminescence, 48 h; Potency, µM (series often up to 46.1 µM), without a hit: top-dose activity, negative = less viability, usual class: cytotoxic; 360,000 tested, 1.6% active; AID 686970, 2013;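 further: NT is the 2HG producing partner of a matched IDH1 knockdown line; potency means the concentration at half of the fitted maximal effect; 0% = DMSO-treated cells and -100% = media-only wells without cells; nearly all actives have a fitted effect of over 55% in size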
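HT-1080-NT fibrosarcoma cells (2HG-overproducing), 750 cells/well in RPMI with 5% FBS, dosed after 2 h and incubated 48 h at 37C. CellTiter-Glo luminescence normalized to DMSO and no-cell wells; concentration-response curves fitted and classed.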
WRN inhibitor: qHTS for Inhibitors of WRN Helicase | Bifunctional 3'-5' exonuclease/ATP-dependent helicase WRN (Homo sapiens), Q14191 | WRN helicase unwinding, fluorescent forked duplex, kinetic | Potency, µM (doses to about 114 µM), without a hit: top-dose activity change, negative = inhibition, hits mostly inhibitors | 360,000 tested, 0.46% active; further: potency means the concentration at half of the fitted maximal effect; on the % scale 0 is the no-effect control and ±100 the full control effect; nearly all actives have a fitted effect of over 55% in size
Target sequence (Q14191 whole entry, looked up): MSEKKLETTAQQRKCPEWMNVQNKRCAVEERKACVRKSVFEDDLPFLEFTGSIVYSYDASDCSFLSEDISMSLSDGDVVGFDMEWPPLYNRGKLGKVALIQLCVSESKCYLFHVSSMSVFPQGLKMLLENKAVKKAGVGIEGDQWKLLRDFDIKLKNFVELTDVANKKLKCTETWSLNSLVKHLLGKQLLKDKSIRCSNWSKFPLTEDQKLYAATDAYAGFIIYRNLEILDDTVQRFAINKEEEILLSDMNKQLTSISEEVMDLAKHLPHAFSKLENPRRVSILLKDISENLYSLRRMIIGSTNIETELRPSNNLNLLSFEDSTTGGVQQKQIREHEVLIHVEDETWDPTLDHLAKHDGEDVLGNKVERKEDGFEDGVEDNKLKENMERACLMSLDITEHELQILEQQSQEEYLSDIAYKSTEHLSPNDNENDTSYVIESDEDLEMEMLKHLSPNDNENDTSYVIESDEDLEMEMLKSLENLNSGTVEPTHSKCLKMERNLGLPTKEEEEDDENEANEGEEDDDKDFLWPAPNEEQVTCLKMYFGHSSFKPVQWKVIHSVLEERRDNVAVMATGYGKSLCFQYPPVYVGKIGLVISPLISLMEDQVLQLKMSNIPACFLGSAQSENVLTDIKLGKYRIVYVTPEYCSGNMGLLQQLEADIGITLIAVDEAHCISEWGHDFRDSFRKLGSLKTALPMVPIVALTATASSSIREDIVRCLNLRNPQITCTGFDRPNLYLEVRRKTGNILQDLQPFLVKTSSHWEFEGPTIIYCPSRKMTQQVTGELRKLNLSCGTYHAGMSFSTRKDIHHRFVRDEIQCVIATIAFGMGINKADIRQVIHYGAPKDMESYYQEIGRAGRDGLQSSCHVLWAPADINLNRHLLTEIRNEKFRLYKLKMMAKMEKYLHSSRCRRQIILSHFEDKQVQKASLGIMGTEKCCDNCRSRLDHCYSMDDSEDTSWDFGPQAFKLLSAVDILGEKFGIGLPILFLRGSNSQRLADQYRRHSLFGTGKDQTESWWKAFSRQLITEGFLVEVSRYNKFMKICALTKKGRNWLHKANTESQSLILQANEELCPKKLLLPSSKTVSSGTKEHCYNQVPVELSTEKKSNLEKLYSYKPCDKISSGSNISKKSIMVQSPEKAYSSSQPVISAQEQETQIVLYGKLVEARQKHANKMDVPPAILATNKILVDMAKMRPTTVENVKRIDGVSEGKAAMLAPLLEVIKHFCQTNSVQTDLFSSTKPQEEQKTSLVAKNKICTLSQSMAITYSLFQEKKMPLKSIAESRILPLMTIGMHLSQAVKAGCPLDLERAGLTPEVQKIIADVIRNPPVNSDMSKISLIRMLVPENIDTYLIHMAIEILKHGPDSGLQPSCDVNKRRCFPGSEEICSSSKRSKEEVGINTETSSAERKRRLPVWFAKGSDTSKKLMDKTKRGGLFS
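Kinetic red-fluorescence monitoring (525/598 nm) tracks WRN helicase activity after 100 nM fluorophore-quencher forked duplex and 2 mM ATP are added to 20 nM enzyme pretreated 15 min at room temperature with compound.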
MCF10A rereplic: A quantitative high throughput screen for small molecules that induce DNA re-replication in MCF 10a normal breast cells; MCF 10A DNA re-replication, Hoechst nuclear intensity, 48 h; Potency, µM (top dose mostly 46.1 µM), for inactives: top-dose activity, positive = re-replication, usual class: activators; 350,000 tested, 2.9% active; further: potency means the concentration at half of the fitted maximal effect; % of control where 0% means no effect; nearly all actives have a fitted effect of over 50% in size
HT1080 IDH1KD tx: qHTS for induction of synthetic lethality in tumor cells producing 2HG: qHTS for the HT-1080-IDH1KD cell line. HT-1080 IDH1 knockdown viability, ATP luminescence, 48 h. Potency, µM (top dose mostly 46.1 µM), without a hit: at the top dose activity, negative = toxicity, hits mostly cytotoxic. 360,000 tested, 2% active. AID 686971, 2013;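 further: potency means the concentration at half of the fitted maximal effect; 0% = DMSO wells and -100% = cell-free medium wells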
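Knockdown cells (IDH1KD HT-1080) received compounds 2 h after plating at 750 cells/well and were kept 48 h at 37 °C in 5% FBS RPMI. A CellTiter-Glo luminescence read gave % activity for curve fitting.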
IL-1B inflam inh: qHTS for Inhibitors of Inflammasome Signaling: IL-1-beta AlphaLISA Primary Screen | THP-1 LPS/ATP IL-1B secretion, AlphaLISA, 16 h; active compounds read low | activity change, % at 57.5 µM | 360,000 tested, 4.7% active | AID 743279, 2014; in the data active means activity change below about -50%; inconclusive means mostly about -30% to -49%; further: on the % scale 0 is the no-effect control and ±100 the full control effect
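THP-1 cells pretreated 1 hr with compounds (up to 57.5 uM final), then stimulated with LPS (250 ng/mL final) plus ATP (1.25 mM final); secreted IL-1B measured by AlphaLISA after 16 hr, decreased signal indicating inhibition.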
KB-3-1 cytotox: qHTS assay for MDR1-selective chemotherapeutics: Primary screen using the parental adenocarcinoma cell KB-3-1; 400,000 tested, 1.4% active; KB-3-1 viability, CellTiter-Glo ATP luminescence, 72 h; AID 1347075, 2019; Potency, µM (series often up to 46.1 µM), inactives show at the top dose activity change, negative = cytotoxic, actives largely listed as cytotoxic; further: potency means the concentration at half of the fitted maximal effect; on the % scale 0 is the no-effect control and ±100 the full control effect; nearly all actives have a fitted effect of over 60% in size
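KB-3-1 cells, DMEM (no phenol red) + 10% FBS; compound by pin transfer, 72 h, 37 °C. Readout: CellTiter-Glo luminescence after 10 min. Data normalized, curve-fitted.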
The depositor's hits bear a star; ? = inconclusive; · = no result given; [ ] = dose if it differs, or a comment. Unless noted, the call rests on the fitted dose curve; in most records, active means well fitted curve in the direction sought with a large enough effect; inconclusive means small, poorly fitted or top-dose-only effect, or another doubt; inactive means no such curve, though single readings can be large; an effect the other way counts as inactive or inconclusive. Rows are unselected; overall some 12% were active at least once.

Every second line gives: WRN inhibitor	KB-3-1 cytotox	KB-V1 MDR tox	MCF10A rereplic	ATXN2 expr inh	SW480 rereplic	HT1080-NT tox	HT1080 IDH1KD tx	IL-1B inflam inh
> Cc1ccc(-c2nnc(SC(C)C(=O)NCC3CCCO3)nc2-c2ccc(C)cc2)cc1 (stereo unspecified)
    0.1%	-19.9%	-12.3%	5.4%	-5.8%	9.5%	0.6%	-8.9%	?
> COC(=O)c1sccc1NC(=O)Nc1cccc(Cl)c1Cl
    -10.9%	14.7%	-2.7%	0.8%	-14.2%	13.2%	-2.7%	-4.1%	-3.1
> CCOc1cc(-c2noc(CCC(=O)Nc3cccnc3)n2)ccc1OC
    2.7%	0.5%	-19.1%	1.7%	-6.7%	-3.1%	-1.6%	-2.0%	37.6
> CC1(C(=O)Nc2ccc(Cl)c(C(F)(F)F)c2)Cc2c(-c3ccc(C(N)=O)cc3)ccnc2O1 (stereo unspecified)
    -5.1%	?	?	·	-25.8%	·	16.4µM*	16.4µM*	23.0
> CCOC1=C2[C@@H](CN(S(=O)(=O)c3ccc(C)cc3)[C@H]2c2cccc3ccccc23)[C@H]2C(=O)N(CC)C(=O)[C@H]2C1
    3.4%	0.1%	4.0%	·	-6.2%	·	3.8%	-15.1%	5.4
> Cc1cccc(NC(=O)NC(C)C(c2ccccc2)N2CCN(C)CC2)c1 (stereo unspecified)
    2.0%	11.1%	5.2%	1.1%	-16.3%	-2.9%	3.0%	0.3%	-5.9
> CCCCN=C1N/C(=C\c2ccco2)C(=O)N1c1ccccc1
    -15.3%	-12.2%	?	?	-8.8%	?	-2.3%	-0.4%	-27.3
> CC1(C)C2CCC1(C)C(OCCNCCOC(=O)Nc1ccccc1)C2 (stereo unspecified)
    -9.1%	4.7%	-28.5%	17.6%	2.2%	8.3%	?	?	?
> Cc1c(Cl)cn2c(=O)cc(CN3CCN(c4ccccc4)CC3)nc2c1Cl
    -5.7%[57.1 µM]	-10.6%	?	-1.4%	-1.5%	1.1%	16.6%	?	42.7
> COc1cc(C=NNC(=S)Nc2ccc(S(=O)(=O)N3CCCCC3)cc2)cc(OC)c1OC
    -6.6%	0.7%	-18.1%	·	·	·	-9.2%	-3.9%	-16.7
> CC(=O)C1=C(O)C(=O)N(C2CCCCC2)C1c1ccccc1 (stereo unspecified)
    -11.9%	0.5%	-0.4%	9.7%	2.4%	-6.2%	1.9%	-1.0%	17.6
> COc1ccc(C2C(C#N)=C(N)OC3=C2C(=O)CC(C)(C)C3)c([N+](=O)[O-])c1OC (stereo unspecified)
    -4.8%	?	-2.7%	0.8%	5.6%	13.3%	-0.7%	2.3%	-6.9
> CCc1cc(=O)oc2c(CNCc3ccc(OC)cc3OC)c(O)c(Cl)cc12
    1.5%	9.9%	-2.9%	?	1.0%	?	16.2%	10.0%	39.4
> CCCCS(=O)c1snnc1C (stereo unspecified)
    -1.7%	5.6%	-17.0%	5.4%	-32.3%	0.1%	5.0%	8.6%	32.2
> O=c1c2cc(NC(=S)N3CCCCCC3)ccc2nc2n1CCCCC2
    -1.4%	-11.0%	-24.4%	0.6%	5.9%	-1.2%	-2.0%	-10.5%	13.9
> CCn1c(O)c(C(C#N)=C2N=c3ccccc3=N2)c2ccccc21
    -12.1%	-1.6%	-3.7%	?	-7.1%	-1.1%	9.7%	15.0%	66.7
> CCOC(=O)c1ccc(OC)c(OC)c1Cl
    -3.4%	0.8%	1.2%	2.4%	·	-8.9%	-1.1%	16.8%	-1.2
> Cc1[nH]c2ccc(C(=O)NCCCN3CCCC3)cc2c1C
    -9.6%	2.8%	-9.7%	-2.9%	·	-3.3%	8.4%	12.1%	-10.8
> C=CCn1c(Cc2cccs2)nnc1SCC(=O)Nc1ccc(OC)c(OC)c1
    -5.4%	1.3%	23.1µM*	0.0%	3.9%	-6.3%	14.5%	-0.6%	6.9
> Cc1c(NC(=O)c2cc(-c3ccccc3)on2)c(=O)n(-c2ccccc2)n1C
    3.3%	18.0%	-1.4%	-5.3%	-16.6%	-0.9%	18.0%	-2.3%	2.2
> CCCNC(=O)c1nn2cc(Br)cnc2c1Cl
    -7.0%	8.3%	-9.3%	1.3%	-1.7%	6.5%	-0.2%	-4.3%	-1.2
> CCCN(CC(=O)Nc1ccccc1C)C(=O)c1ccc(N2CCCCCC2)c([N+](=O)[O-])c1
    -26.2%	·	·	9.7%	-7.8%	8.9%	1.8%	-0.6%	-15.1
> COc1ccc(-n2nc(C(=O)NCC(=O)NCCCN3CC(C)CC(C)C3)c3ccccc3c2=O)cc1Cl (stereo unspecified)
    15.8%	-6.0%	?	17.9%	?	?	?	?	-70.7*
> O=C(CSc1ncnc2c1oc1ccccc12)N1CCN(c2ccccc2)CC1
    0.0%	19.2%	-16.1%	-0.9%	·	-21.6%	5.4%	2.4%	45.6
> CCCC(=O)Nc1c(-c2ccccc2)c(=O)c(C)nn1-c1ccccc1
    -0.2%	-3.1%	23.6%	3.0%	-5.1%	-8.2%	0.8%	10.6%	2.8
> CC(=O)Nc1ccc(NC(=O)C(C)OC(=O)CCCN2C(=O)c3cccc4cccc(c34)C2=O)cc1 (stereo unspecified)
    10.8%	10.8%	?	9.8%	-4.8%	5.9%	-0.4%	-9.4%	2.4
> O=C(Nc1cccc(Cl)c1)c1cc(F)cc2c1OCOC2
    -8.3%	5.4%	-1.1%	30.6%	-5.3%	?	-2.0%	7.1%	-3.0
> O/N=C(\Cn1ccnc1)c1ccccc1
    1.4%[57.1 µM]	3.1%	-7.9%	-25.1%	-11.1%	-63.7%[inhibitor][1.84 µM]	-1.5%	-0.5%	18.5
> Cn1c(Cn2c(C(F)(F)F)nc3ccccc32)nc2ccccc21
    5.7%	-2.2%	-13.9%	-0.7%	-12.1%	-1.4%	0.6%	0.4%	24.5
> COc1ccccc1N1CCN(C(=O)c2cc(C(C)(C)C)oc2C)CC1
    -7.5%	1.4%	-18.3%	18.1%	-19.8%	?	-1.9%	-14.6%	-59.9*
> CCCSc1nnc(NC(=O)c2sc3nc(-c4cccs4)ccc3c2N)s1
    ?	-6.7%	9.6%	?	13.9%	18.8%	-11.2%	-12.3%	?
> CSc1ccc(CN2CCC(Cc3ccccc3)CC2)cc1
    4.7%	?	-5.3%	22.9%	·	1.7%	-1.1%	-11.3%	-3.6
> O=C(/C=C/c1ccc2c(c1)OCO2)NCCSCc1ccc(Cl)cc1
    0.2%	18.4µM*	-11.9%	?	-30.4%	-4.0%	-12.9%	-18.3%	-7.5
> [2H]c1c([2H])c([2H])c(-c2nc(N3CCCCCC3)sc2C(=O)c2ccccc2)c([2H])c1[2H]
    -9.6%	-5.7%	-2.9%	7.31µM*	11.7%	?	-26.2%	-23.9%	-18.4
> C=CC[C@@H](CC(=O)N[C@H](CO)Cc1ccccc1)C(=O)N[C@@H](C)COC(=O)[C@@H](CC=C)Cc1ccc(F)cc1
    3.0%	-8.8%	-11.0%	1.2%	?	-6.3%	-10.0%	0.0%	19.9
> O=c1cc(-c2ccccc2)nc2c(Cl)cc(Cl)cn12
    2.8%	6.3%	-13.9%	·	·	·	5.5%	3.4%	19.1
> CC(NC(=O)CCNS(=O)(=O)c1ccccc1)c1ccccc1 (stereo unspecified)
    -34.5%	·	·	-1.5%	-8.5%	-3.1%	-5.5%	-6.4%	-4.8
> COc1ccc(/C=N/NC(=O)c2cccc3ccccc23)c(OC)c1OC
    -7.8%	?	?	14.6µM*	-10.9%	-13.6%	?	16.4µM*	6.5
> CCN1CN(CCc2ccccc2)CNC1=S
    3.3%	6.3%	11.4%	-4.8%	-4.7%	-7.4%	1.1%	9.5%	25.3
> Cc1ccc(NS(=O)(=O)c2ccc(C(=O)NCc3ccncc3)cc2)cc1
    1.1%	1.2%	14.2%	1.9%	-8.7%	1.3%	-2.6%	-12.6%	24.7
> Cc1ccc(S(=O)(=O)N2CCCC2CNC(=O)C(=O)NCc2cccs2)cc1 (stereo unspecified)
    4.7%	?	13µM*	17.7%	-23.2%	?	-1.4%	-9.4%	10.0
> CCc1ccc(OCC(=O)N/N=C(\C)c2ccc(-n3ccnc3)cc2)cc1
    -13.1%	2.6%	-2.4%	0.4%	39.8%[activator]	-39.6%[inhibitor]	-0.4%	0.7%	-20.5
> Cc1cc(C(=O)N2C(C)CCCC2C)no1 (stereo unspecified)
    -29.0%	-5.3%	-24.3%	2.4%	-6.9%	1.7%	15.9%	26.1%	28.5
> COc1ccc(N(CC(=O)NCCSCc2ccco2)S(=O)(=O)c2ccccc2)cc1OC
    ?	·	·	-4.8%	5.4%	9.5%	-1.4%	-8.7%	-14.1

Compound activity deposited in PubChem by National Center for Advancing Translational Sciences (NCATS).
